Compound activity: PubChem BioAssay, several laboratories
Runt-SMMHC FRET: blocks binding of human RUNX1 Runt domain to CBFb-SMMHC. Q01196+Q13951. Cerulean-Runt/Venus-CBFb-SMMHC FRET ratio 530/480, 1 h. inhibition, % at 20 µM. 0.74% of 220,000 active. AID 1434;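 active = mean inhibition across duplicate retests at 20 µM reaching about 50%, limit read from the data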;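 also: 0% = DMSO wells and 100% = wells with excess untagged CBFb-SMMHC; inhibitors lower the FRET ratio by blocking Runt binding to CBFb-SMMHC; some results filed as inactive read as strong as hits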
14-3-3 Bad inh: disrupts binding of bovine 14-3-3 zeta to phospho-Bad peptide | 0.71% of 220,000 active | TR-FRET 14-3-3zeta/Dy647-pBad peptide displacement, 1 h | inhibition, % at 21.7 µM | P63103;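 active = inhibition above about 70%, limit read from the data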;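 also: 0% = full 14-3-3 plus peptide FRET controls and 100% = background without 14-3-3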
FXIIa inh 1536: blocks human coagulation factor XIIa protease activity | purified FXIIa, Boc-QGR-AMC fluorogenic substrate, 2 h | 0.3% of 220,000 active | inhibition, % at 5 µM; in the data active = inhibition above about 40%;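 also: 0% = enzyme with no compound and 100% = blank without enzyme; many of its hits are not listed in these tables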
Hck-Nef inh: inhibitors of human Hck kinase activated by Nef | P08631 | Recombinant Hck-YEEI plus Nef, Z-Lyte FRET kinase assay | inhibition, % at 20 µM | 0.68% of 220,000 active | AID 463187;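 active = Hck-Nef kinase inhibition above about 50%, limit read from the data; inactive = inhibition below that limit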;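 also: 0% = DMSO with Hck plus Nef and 100% = Hck alone without Nef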
hK5 inh: inhibitors of human kallikrein 5; Q9Y337; recombinant hK5, fluorogenic AMC substrate cleavage; inhibition, % at 5 µM; 0.59% of 210,000 active; AID 873;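 active = inhibition of 40% or more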;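 also: 0% = enzyme controls without compound and 100% = no-enzyme blanks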
Wee1 degr inh: blocks degradation of human Wee1 kinase; reporter increase, % at 5 µM; 1.2% of 220,000 active; AID 1321; HeLa Luc-Wee1K328M stability, luciferase luminescence; 100% = proteasome inhibitor MG132 effect; P30291;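 active = activation above the mean of all tested compounds plus 3 SD, set per screening run, cut at about 8.8% in these data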;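 also: cells exposed to compound for 20 h before luminescence read; 0% = DMSO alone and 100% = MG132 at 30 µM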
Target sequence (P30291 whole entry K328M): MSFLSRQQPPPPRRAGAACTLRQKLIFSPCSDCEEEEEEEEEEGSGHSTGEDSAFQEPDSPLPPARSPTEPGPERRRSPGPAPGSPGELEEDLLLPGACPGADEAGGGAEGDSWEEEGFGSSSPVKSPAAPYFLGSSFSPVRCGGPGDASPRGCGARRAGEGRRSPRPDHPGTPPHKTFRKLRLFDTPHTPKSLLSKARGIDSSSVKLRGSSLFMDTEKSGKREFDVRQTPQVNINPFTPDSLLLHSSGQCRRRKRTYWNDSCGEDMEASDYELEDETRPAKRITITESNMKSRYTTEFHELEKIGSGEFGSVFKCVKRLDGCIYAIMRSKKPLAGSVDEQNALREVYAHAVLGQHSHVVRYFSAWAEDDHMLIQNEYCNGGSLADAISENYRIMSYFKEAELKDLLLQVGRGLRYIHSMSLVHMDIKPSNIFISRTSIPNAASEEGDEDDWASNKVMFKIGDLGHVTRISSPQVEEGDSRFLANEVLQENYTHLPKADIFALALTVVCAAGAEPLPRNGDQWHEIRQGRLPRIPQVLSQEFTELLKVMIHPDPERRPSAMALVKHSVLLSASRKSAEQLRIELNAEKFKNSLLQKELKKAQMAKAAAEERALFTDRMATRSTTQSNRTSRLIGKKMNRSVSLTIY
Runt-CBFb FRET: blocks binding of human RUNX1 Runt domain to CBFb. Cerulean-Runt/Venus-CBFb FRET ratio 530/480, 1 h. AID 1496. inhibition, % at 20 µM. Q01196+Q13951. 0.46% of 220,000 active;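 active = inhibition over about 50% at 20 µM in the single-dose screen, limit read from the data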;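 also: 0% = DMSO wells and 100% = excess unlabeled CBFb competitor control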
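Buffer or medium: Tris pH 7.5 buffer with BSA. Assay system: Cerulean-labeled Runt domain protein. Amount: each fluorescent fusion protein 100 nM. Read-out basis: loss of energy transfer signal. Incubation: 1 h compound exposure, room temperature. Probe or stimulus: Venus-CBFb binding partner, 100 nM. Detection: FRET, excitation 422 nm, emission at 530 and 480 nm.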
FXIa inh 1536: factor XIa (human) inhibition | purified FXIa, Boc-Glu-Ala-Arg-AMC fluorogenic substrate | 0.14% of 220,000 active | P03951 | inhibition, % at 5 µM;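 active = inhibition of at least 40%; inactive = inhibition below 40%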;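 also: fluorescence of freed AMC excited at 355 nm; 0% = enzyme without compound and 100% = no enzyme blank; many of its hits are not listed in these tables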
thrombin 1536: thrombin (human) inhibition; inhibition, % at 5 µM; P00734; alpha-thrombin, Boc-VPR-AMC fluorogenic substrate cleavage; 0.26% of 220,000 active;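 active = inhibition at or above 40%; inactive = inhibition below 40%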;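 also: 0% = enzyme with no compound and 100% = wells without enzyme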
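System – human alpha-thrombin protein · Reagent – Boc-VPR-AMC substrate, 15 µM final · Compound – 5 µM single dose in 0.2% DMSO · Schedule – reaction at room temperature · Technique – AMC fluorescence at 355 nm excitation and 460 nm emission · Read-out basis – % inhibition relative to enzyme controls and enzyme-free blanks · Control set – no-compound enzyme wells and no-enzyme blanks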
* hit, by the source's call; / = not tested or not shown; [ ] = remark or other dose.

SMILES	Runt-SMMHC FRET	14-3-3 Bad inh	FXIIa inh 1536	Hck-Nef inh	hK5 inh	Wee1 degr inh	Runt-CBFb FRET	FXIa inh 1536	thrombin 1536
CCOC(=O)C/C(N)=N/N(C)c1ncc(C(F)(F)F)cc1Cl	-1	-14	3	20	-11	0	0	-5	1
Cc1ccc(NC(=O)CSc2nc3c(c(=O)[nH]2)CN(Cc2ccc(F)cc2)CC3)cc1C	-2	6	11	-1	-3	5	2	7	-4
CCOc1ccc(N(CC)C(=O)COc2cc(=O)n(C)c3ccccc23)cc1	0	10[fluorescence artefact?]	5	-1	-19	-1	-2	-9	-9
CCOC(=O)N1CCN(C(=O)C2CC(c3cc(OC)ccc3OC)=NO2)CC1 (stereo not given)	-8	5	23	2	-7	-3	0	1	-2
Cc1nc(Nc2ccccc2)[nH]c(=O)c1CCC(C)C	-1	-9[fluorescence artefact?]	16	7	-12	-3	0	0	1
CNc1cnn(-c2ccccc2)c(=O)c1Cl	0	2	13	1	9	-1	-1	-6	1
CCOC(=O)c1c(C)[nH]c(C)c1C(=O)COC(=O)c1ccc(O)cc1	4	-5	4	1	2	-2	0	-2	7
COc1cccc(C2=NOC(C(=O)NC(C)(C)C)C2)c1 (stereo not given)	-59	-4	9	2	5	-3	0	3	5
Cc1c(Cl)cnn1CC(=O)NC1C(=O)N2C(C(=O)O)=C(CSc3nnnn3C)CSC12 (stereo not given)	1	1	4	40	-43	-2	3	-4	-11
CCCCNCC1CCCO1 (stereo not given)	-2	1	6	10	-8	7	-1	6	-7
CCOc1cc(N2CCOCC2)c(OCC)cc1NC(=O)CN1CCC(Cc2ccccc2)CC1	-3	-3	3	0	-27	1	-4	1	-9
CCOc1cc(C(=O)Nc2cc(C)ccc2C)ccc1OCC(=O)N1CCCCC1	0	4	6	2	-5	-2	1	2	-1
CCOC(=O)c1ccc(S(=O)(=O)N2CCN(C)CC2)cc1	-4	-1[fluorescence artefact?]	14	1	-15	1	2	4	7
COc1ccc(NC(=O)CSCc2ccc(C)cc2)cc1	2	-2	/	-34	4	-1	-3	1	-2
COc1ccccc1N(CC(=O)Nc1ccc2c(c1)OCO2)S(=O)(=O)c1ccccc1	3	19[fluorescence artefact?]	20	0	-5	0	-2	5	2
CCc1ccc(-n2nnnc2SCC(=O)NNC(=O)c2ccco2)cc1	-2	-4[fluorescence artefact?]	2	0	-2	0	2	-1	4
Cn1c(NC(=O)c2ccc(Cl)cc2)cc(=O)n(C)c1=O	7	1	28	9	24	-2	3	30	28
COc1ccc(-c2cc(=O)c3ccccc3s2)cc1	-6	13	5	4	0	2	-6	-2	2
CCN1CCN(c2ncc3c(n2)CC(c2ccc(OC)c(OC)c2)CC3=O)CC1 (stereo not given)	2	-5	-2	0	6	6	-3	-2	-4
CC(C)NC(=O)Cn1nc(C(F)(F)F)c2c1CCC2	-9	-5	9	-7	-4	1	-1	6	-4
Oc1ccc(N=Nc2ccc3c(c2)OCCO3)c(O)c1	-7	-4	17	34	6	2	12	5	1
O=C(COc1ccc(S(=O)(=O)NC2CCCCC2)cc1)NC1CCCCC1	-1	0	15	5	-6	3	-2	9	2
CCCOc1ccc2c3c(c(=O)oc2c1OCCC)CCCC3	5	-3	-1	1	3	-3	-2	-9	-2
CCOC(=O)c1cnc2ccc(OCC)cc2c1NCc1ccccc1	-2	-9	7	19	-8	-2	-9	6	1
CC(Nc1ccc(Br)cn1)c1cc(Cl)ccc1O (stereo not given)	2	-10	13	6	3	0	1	6	5
CC(C)c1nc2sc3c(NCc4ccco4)ncnc3c2c2c1COC(C)(C)C2	3	6	10	10	12	5	0	3	3
CCCCn1c(SCc2nnc(-c3ccccc3)o2)nc2c1c(=O)n(C)c(=O)n2C	-1	-10	-9	2	-2	-1	-1	-11	-6

Complete entries, looked up by structure.
Profile of `COc1cccc(C2=NOC(C(=O)NC(C)(C)C)C2)c1` (stereo not given) → Runt-SMMHC FRET = -59; 14-3-3 Bad inh = -4; FXIIa inh 1536 = 9; Hck-Nef inh = 2; hK5 inh = 5; Wee1 degr inh = -3; Runt-CBFb FRET = 0; FXIa inh 1536 = 3; thrombin 1536 = 5
Profile of `CCOc1cc(N2CCOCC2)c(OCC)cc1NC(=O)CN1CCC(Cc2ccccc2)CC1` → Runt-SMMHC FRET = -3; 14-3-3 Bad inh = -3; FXIIa inh 1536 = 3; Hck-Nef inh = 0; hK5 inh = -27; Wee1 degr inh = 1; Runt-CBFb FRET = -4; FXIa inh 1536 = 1; thrombin 1536 = -9
Profile of `CCCOc1ccc2c3c(c(=O)oc2c1OCCC)CCCC3` → Runt-SMMHC FRET = 5; 14-3-3 Bad inh = -3; FXIIa inh 1536 = -1; Hck-Nef inh = 1; hK5 inh = 3; Wee1 degr inh = -3; Runt-CBFb FRET = -2; FXIa inh 1536 = -9; thrombin 1536 = -2

Sorted by number of heavy atoms (high to low): some entries from above.
SMILES	Runt-SMMHC FRET	14-3-3 Bad inh	FXIIa inh 1536	Hck-Nef inh	hK5 inh	Wee1 degr inh	Runt-CBFb FRET	FXIa inh 1536	thrombin 1536
CCCCn1c(SCc2nnc(-c3ccccc3)o2)nc2c1c(=O)n(C)c(=O)n2C	-1	-10	-9	2	-2	-1	-1	-11	-6
CCOc1ccc(N(CC)C(=O)COc2cc(=O)n(C)c3ccccc23)cc1	0	10[fluorescence artefact?]	5	-1	-19	-1	-2	-9	-9
COc1ccc(-c2cc(=O)c3ccccc3s2)cc1	-6	13	5	4	0	2	-6	-2	2
